# Bioassay records from PubChem.
# Sm TGR inh – S. mansoni TGR enzyme inhibition | Potency, µM (series often up to 114 µM), for the others: top-dose activity change, negative = inhibition, usual class: inhibitors | AID 485364 | actives 3% (n = 360,000) | Q962Y6 | purified TGR, DTNB reduction, TNB absorbance 405 nm; active = well fitted inhibition curve with a large enough effect; inconclusive = small, poorly fitted or top-dose-only effect; inactive = no such curve, though single readings can be large or run the other way; note: nearly all actives have a fitted effect of over 60% in size
#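 TGR 20 nM + NADPH 100 uM (dispensed conc.), cpd preinc 15 min RT; start with NADPH (500 uM addition) then DTNB (15 mM addition). Kinetic TNB absorbance, 405 nm filter. Four-parameter Hill fit across titration.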
# * = called active by the depositor; ? = inconclusive. % is set by controls: 0 for no effect and ±100 for the full control effect; potency is the fitted concentration of half-maximal effect.
SMILES,Sm TGR inh
COCCCNc1nc(NCc2cccc(Cl)c2)c2cnn(C)c2n1,0%
Cc1ccc(C(=O)c2cn(Cc3ccccc3)c3ccccc3c2=O)cc1,4%
CCOc1ccc(OCC)c(NS(=O)(=O)c2c(C(=O)N3CCC(C)CC3)c(C)n(C)c2C)c1,9%
O=C(COc1ccccc1F)Nc1nnc(S(=O)(=O)N2CCCCCC2)s1,9%
CC(=O)c1ccc(N2CCN(C(=O)CCc3nnc4n(C)c(=O)c5sccc5n34)CC2)cc1,1%
Cc1noc2ncnc(N3CCCC(C(=O)NC(C)C)C3)c12 (stereo unspecified),-2%
Cc1ccc(S(=O)(=O)NCCc2csc(-c3ccc(Cl)cc3)n2)cc1,9%
Cc1cccc(N2CCN(c3nc4ccccc4c(=O)n3-c3ccc(Cl)cc3)CC2)c1C,-10%
Cc1cc(OCCn2c(C3CC(=O)N(Cc4ccc(F)cc4)C3)nc3ccccc32)ccc1Cl (stereo unspecified),1%
Cc1ccc(N(C)S(=O)(=O)c2ccc3[nH]c(=O)ccc3c2)cc1,12%

# Part of the list above, set out differently:
Molecule	Sm TGR inh
Cc1ccc(S(=O)(=O)NCCc2csc(-c3ccc(Cl)cc3)n2)cc1	9%
CCOc1ccc(OCC)c(NS(=O)(=O)c2c(C(=O)N3CCC(C)CC3)c(C)n(C)c2C)c1	9%
Cc1noc2ncnc(N3CCCC(C(=O)NC(C)C)C3)c12 (stereo unspecified)	-2%
Cc1cccc(N2CCN(c3nc4ccccc4c(=O)n3-c3ccc(Cl)cc3)CC2)c1C	-10%
COCCCNc1nc(NCc2cccc(Cl)c2)c2cnn(C)c2n1	0%

# (next part)
SMILES,Sm TGR inh
CCCCn1cc(S(=O)(=O)c2ccc(C)cc2)c(=O)c2cc(F)c(N3CCCCC3)cc21,-5%
O=C(NCc1ccccc1Cl)C1CCC(CNS(=O)(=O)c2ccc(Cl)cc2)CC1 (stereo unspecified),3%
COc1ccc(-c2noc(CCC(=O)NCc3ccc(OC)cc3OC)n2)cc1,2%
COc1cccc(NC(=O)Cn2c(=O)n(CCC(=O)NCCc3ccc(Cl)cc3)c(=O)c3ccccc32)c1,3%
Cc1ccc(C)c(NC(=O)Cn2c(=O)n(Cc3ccc4c(c3)OCO4)c(=O)c3ccc(C(=O)NC4CCCCC4)cc32)c1,11%
CCN1C(=O)C2(c3ccccc31)c1c(oc3ccc(C)cc3c1=O)C(=O)N2CCCOC(C)C (stereo unspecified),0%
CC(=O)N1CCCc2ccc(NC(=O)c3ccc(OC(C)C)cc3)cc21,-9%
O=C(c1cc2cc3ccc(Cl)cc3nc2o1)N1CCN(c2cccc(Cl)c2)CC1,8%
Cc1ccc(CN(C(=O)COc2ccc(Cl)cc2Cl)C2CCS(=O)(=O)C2)o1 (stereo unspecified),-8%
Cc1cccc(C(=O)Nc2ccc(-c3nc4ncccc4o3)cc2C)c1,15%
CCn1c(CNC(=O)C23CC4CC(CC(C4)C2)C3)nnc1SCC(=O)Nc1ccccc1,-12%
Cn1c(=O)cc(OCC(=O)N2CCN(c3ccc(F)cc3)CC2)c2ccccc21,5%
COc1ccc(CNC(=O)CSc2nc(-c3ccc(OC)cc3)cc(C(F)(F)F)n2)cc1,5%
CCOc1ccc(NC(=O)c2ccc3c(SCC(=O)O)c4c(nc3c2)CCC4)cc1,-19%
O=C(NCCc1ccc(Cl)cc1)c1ccc2c(c1)N(Cc1c(F)cccc1Cl)C(=O)CS2,6%
N#C/C(=C\c1ccc(Cl)cc1Cl)c1nc(-c2cccc(Cl)c2)cs1,2%
CCOCc1cc(CN2CCN(c3cccc(Cl)c3)CC2)c(O)c2ncccc12,-32%
COC(=O)c1ccccc1NC(=O)Cn1c(=O)nc(-c2ccccc2)c2cc(Cl)ccc21,-4%
CCOc1ccc(-c2nn(CC(=O)NC3CCCC3)c3c2cnc2ccc(C)cc23)cc1,-2%
Cc1cc(C)c(S(=O)(=O)NCCS(=O)(=O)N2CCN(c3ccccc3)CC2)c(C)c1,8%
COCc1cc(C)nc2c1C(=O)NC(c1ccc(NC(C)=O)cc1)N2Cc1ccccc1 (stereo unspecified),0%
COc1ccc2c(c1)c1c(c(=O)n(-c3ccccc3)c(=O)n1CC(=O)NCc1ccc(C)cc1)n2C,-1%
CCN1C(=O)c2ccccc2S(=O)c2ccc(C(=O)N3CCN(c4cccc(C)c4)C(C)C3)cc21 (stereo unspecified),23%
O=C(Cn1c(SCc2cccc(F)c2)nc2ccncc21)Nc1ccc(Cl)cc1F,10%
CCc1cccc(C)c1Nc1c(-c2ccsc2)nc2ncccn12,-12%
CCOC(=O)N1CCc2c(sc(NCc3cccc(F)c3)c2C(=O)Nc2ccc(OCC)cc2)C1,-10%
COCCn1c(C)cc(O)c(C(c2ccccc2Cl)N2CCCCC2)c1=O (stereo unspecified),28µM*
CC(C)CCNC(=O)CCCn1c(=O)c2cccn2c2ccccc21,0%
CN1C(C(=O)c2ccccc2)=C(OC(=O)c2ccc(Br)cc2)c2ccccc2S1(=O)=O,-5%
Cc1ccc(NC(=O)Cn2c(=O)n(Cc3ccc4c(c3)OCO4)c(=O)c3ccccc32)c(C)c1,8%
Cc1cccc(C)c1NC(=O)N1CCC(C(N)=O)(N2CCCCC2)CC1,4%
CCOc1ccc(-n2c(/C=C/c3ccccc3)nc3ccccc3c2=O)cc1,-1%
Cc1cc(C)cc(NC(=O)CSc2cc(C)[nH]c(=O)n2)c1,0%
NC(=O)CSc1nc2c(oc3ccccc32)c(=O)n1Cc1ccccc1,5%
Cc1cccc(N(C)S(=O)(=O)c2cc3[nH]c(=O)c(=O)[nH]c3cc2C)c1,0%
O=C(Nc1ccc2nc3n(c(=O)c2c1)CCCCC3)C(=O)Nc1ccccc1F,0%
COC(=O)c1cc2oc3ccccc3c2n1CC(=O)Nc1cc(OC)cc(OC)c1,10%
Cc1nc(SCC(=O)Nc2ccccc2Cl)cc(-c2ccccc2)n1,3%
Cc1ccccc1C(=O)Nc1ccc2nc(SCC(=O)N(C)c3ccccc3)sc2c1,-1%
CC(=O)Nc1ccc(OCc2cc(=O)n3ccccc3n2)cc1,-7%
CC(=O)Nc1c(C)nn(-c2ccccc2)c1N1CCC(C(=O)NCc2ccc(F)cc2)CC1,4%
Cc1ccc(C(=O)N2c3ccc(C)cc3C(C)(c3ccccc3)CC2(C)C)cc1 (stereo unspecified),0%
CN(CC(=O)NCc1ccccc1)S(=O)(=O)c1ccc2[nH]c3c(c2c1)CCCC3,6%
Cc1cccc(-n2c3nc(=O)n(C)c(=O)c-3cc3ccc(Cl)cc32)c1C,-11%
COc1cccc(CNC(=O)C2CCCN(S(=O)(=O)c3ccc4c(ccn4C)c3)C2)c1OC (stereo unspecified),0%
CCc1cccc(OCC(=O)Nc2ccc(S(=O)(=O)Nc3cc(C)nc(C)n3)cc2)c1,-12%
Cn1nc(-c2ccccc2F)c2cc(C(=O)NCCc3ccc(Cl)cc3)sc21,-5%
Cc1ccc(NC(=O)C(=O)NCC(c2cccnc2)N2CCc3ccccc3C2)cc1 (stereo unspecified),3%
Cc1cc(OC(=O)c2cc(-c3ccc4c(c3)OCCO4)on2)ccc1Cl,-1%
CCc1cccc(C)c1NC(=O)C(CC)n1nc(C)c2c(C)n(-c3ccccc3)nc2c1=O (stereo unspecified),4%

# New compounds follow:
SMILES,Sm TGR inh
COc1ccc(-c2noc(N3CCC(C(=O)N(C)c4cc(Cl)ccc4OC)CC3)n2)cc1,-4%
COc1ccc(CCC(=O)NCc2ccc3c(c2)CCN3C(=O)c2ccc(F)cc2)cc1,-1%
Cc1ccc(-n2c(=O)c3oc4ccccc4c3n(Cc3ccccc3F)c2=O)cc1C,6%
Cc1cccc(Cn2c(=O)n3nc(-c4ccccc4)nc3c3ccccc32)c1,2%
CCCCCn1c(=N)c(S(=O)(=O)c2ccccc2)cc2c(=O)n3cccc(C)c3nc21,2%
CCOC(=O)c1cccc(Nc2nc(C(=O)OCC)nc3ccccc23)c1,0%
CCC(C)NC(=O)c1nn(-c2ccc(C)cc2)nc1CO (stereo unspecified),5%
CC(C)Oc1ccc(CNC(=O)c2ccc(CN3CC(=O)N4CCCCC4C3=O)cc2)cc1 (stereo unspecified),1%
Cc1ccccc1CNC(=O)C(=O)NCC(c1cccs1)S(=O)(=O)c1ccc(Cl)cc1 (stereo unspecified),?
COc1ccc(C2=NC3(CCCCC3)N(CC(=O)Nc3ccc(C(C)C)cc3)C2=O)cc1,4%
COc1ccccc1Cn1cc(C(=O)c2ccc(Cl)cc2)c(=O)c2ccccc21,4%
COc1ccc(Cn2c(CNC(=O)Cc3ccc(OC)c(OC)c3)nc3cccnc32)cc1,1%
COc1ccc(-c2nc3scc(CCNS(=O)(=O)c4ccc(NC(C)=O)cc4)n3n2)cc1,5%
CC1Cn2c(C(=O)NCc3ccccc3Cl)cc3cccc(c32)S1 (stereo unspecified),4%
COc1ccc(Br)cc1CNC(=O)Cn1c(=O)c2cccn2c2ccc(F)cc21,-5%
O=C(NC1CCCCC1)c1cc(Nc2ccccc2)nc2ccccc12,15%
COc1ccc(C(c2c(O)cc(C)n(Cc3ccco3)c2=O)N2CCCCC2)cc1OC (stereo unspecified),7.9µM*
O=C(COc1ccccc1)Nc1ccc(C(=O)OCc2cc(=O)n3nc(C4CC4)sc3n2)cc1,-4%
CCc1cc2c(cc3c(=O)n(CC(=O)NCCc4ccc(OC)cc4OC)nc(CC)n32)s1,-2%
CCOC(=O)c1c(C)[nH]c(C)c1S(=O)(=O)NCC(=O)NCc1ccccc1C,1%
CCOc1ccc(CNC(=O)C2CCN(c3nc4ccccc4nc3C(F)(F)F)CC2)cc1OC,1%
Cc1cccc(OC(=O)c2snnc2C)c1,4%
CCc1c(C)sc2c1CCN(C(=O)Nc1ccccc1Cl)C2c1ccc(OC)cc1 (stereo unspecified),5%
CCN(CC)C(=O)c1sc2c(c1C)c(=O)n(-c1ccc(OC)cc1OC)c(=O)n2CC(=O)c1ccc(Cl)cc1,2%
COC(=O)c1cc2oc3ccccc3c2n1Cc1c(F)cccc1Cl,-4%
CCOC(=O)c1c(S(=O)(=O)N2CCCC(C(=O)Nc3cccc(Cl)c3)C2)c(C)n(C)c1C (stereo unspecified),2%
Cc1ccc(CN2COc3ccc4c(-c5ccccc5)cc(=O)oc4c3C2)cc1,13%
Cc1nc2c(c(SCC(=O)Nc3ccccc3C(F)(F)F)n1)CCC2,0%
CCS(=O)(=O)c1c(S(=O)(=O)CC)c2cc(C(C)(C)C)ccn2c1C(=O)c1ccc(F)cc1,-6%
COc1ccc(CCNC(=O)Cn2c(C)c3cnn(-c4ccccc4)c(=O)c3c2C)cc1OC,6%

# Four of the compounds above, with each value named.
> CCn1c(CNC(=O)C23CC4CC(CC(C4)C2)C3)nnc1SCC(=O)Nc1ccccc1
  Sm TGR inh: -12%

> CCCCn1cc(S(=O)(=O)c2ccc(C)cc2)c(=O)c2cc(F)c(N3CCCCC3)cc21
  Sm TGR inh: -5%

> Cc1ccc(-n2c(=O)c3oc4ccccc4c3n(Cc3ccccc3F)c2=O)cc1C
  Sm TGR inh: 6%

> CCc1cccc(C)c1Nc1c(-c2ccsc2)nc2ncccn12
  Sm TGR inh: -12%

# (cont.)
SMILES,Sm TGR inh
COc1ccc(N(Cc2nnc3n2CCCCC3)C(=O)Nc2ccc(Cl)cc2)cc1Cl,8%
Cc1csc2nc(COC(=O)c3ccccc3NC(=O)COc3ccccc3F)cc(=O)n12,8%
O=C1CC(c2nnc(Cc3ccccc3Cl)o2)CN1c1ccccc1 (stereo unspecified),2%
Cc1cc(NC(=O)CSc2nc(-c3ccccc3F)nc3c2c(=O)n(C)c(=O)n3C)no1,4%
Cc1cccc(NC(=O)CCc2c(C)nc3nc(CNC(=O)c4cccc(F)c4)nn3c2C)c1,2%
O=S(=O)(NCc1ccccc1Cl)c1ccc(-c2cnc(C3CC3)o2)cc1,8%
CCS(=O)(=O)c1ncc(N(Cc2ccccc2)Cc2ccco2)c(C(=O)Nc2ccccc2C)n1,3%
COC(=O)c1sccc1S(=O)(=O)N1CCN(c2cc(Cl)ccc2C)CC1,0%
Cc1ccc(-n2cnnn2)cc1S(N)(=O)=O,15%
COc1ccc(NC(=O)C(C)N(c2ccccc2)S(C)(=O)=O)cc1 (stereo unspecified),3%
O=C(NCC(c1cccs1)S(=O)(=O)c1cccs1)c1cccc(F)c1 (stereo unspecified),20µM*
Cc1ccc(NC(=O)CN2C=NS(=O)(=O)c3ccccc32)cc1,-1%
COc1ccc(N2CCN(C(=O)Cc3coc4ccc(C)cc34)CC2)cc1,-7%
Cc1ccc(S(=O)(=O)c2cn(Cc3ccccc3)c3cc(N4CCCC4)c(F)cc3c2=O)cc1,-2%
O=C(CC1Oc2ccccc2NC1=O)NCc1ccc(F)cc1 (stereo unspecified),-1%
Cc1ccc(-c2cc(C(F)(F)F)c(C#N)c(SCC(=O)Nc3ccccc3)n2)cc1,6%
COc1cccc2cc(-c3cn4c(n3)sc3cc(F)ccc34)c(=O)oc12,4%
CCc1nc2ccc(C(=O)NCc3ccc(N(C)C)cc3)cc2nc1CC,0%

# A portion of the library; count on the stated rates, not on these rows.
